BaF3 tox: counter-screen for JAK2V617F inhibitors: parental Ba/F3 viability inhibitors | CellTiter-Glo ATP luminescence | inhibition, % at 5.6 µM | 220,000 compounds, 1.1% hits | AID 1486;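 active = inhibition above a per-campaign cutoff, the mean inhibition of all tested compounds plus 3 SD, cut at about 27% in these data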;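 note: 0% = DMSO wells and 100% = JAK Inhibitor I control wells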
PPC-1+TRAIL kill: PPC-1 cancer cell killing with TRAIL present | PPC-1 cells + TRAIL, ATPLite viability luminescence | cell killing (% activity), % at 4 µM | 220,000 compounds, 0.41% hits | AID 1443;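 active = cell killing above 50% in the first pass at 4 µM, then a duplicate retest at 5 µM averaging 50% or more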;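 note: plate controls were cells with TRAIL plus DMSO for no effect and medium-only wells lacking cells for full effect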
TRPN1 ag: activates the zebrafish TRPN1 channel. activation, % at 3 µM. HEK293 zebrafish TRPN1-YFP, Fluo-8 calcium fluorescence; 100% = response to 87 µM carbachol. 220,000 compounds, 0.18% hits. AID 1424;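 active = activation above its plate's cutoff, the mean activation of test wells on that plate plus 3 SD, cut at about 19% in these data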;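 note: 0% = DMSO alone and 100% = 87 µM carbachol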
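Material: zebrafish TRPN1-YFP in HEK293 cells; Doses: single test compound dose, 3 µM nominal, 0.3% DMSO; Timing: dye loading 1 h at 37 °C, then 30 min room temperature; Technique: intracellular calcium fluorescence with Fluo-8; Benchmarks: high carbachol 87 µM, low DMSO alone.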
CHOP inh: blocks CHOP induction under ER stress; CHO-K1 CHOP-promoter luciferase, tunicamycin-induced, 15-18 h; inhibition, % at 10 µM; 220,000 compounds, 3.8% hits; AID 2732;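 active = compounds that reduced the stress-induced luciferase reporter signal by more than about 70% of percent inhibition, limit read from the data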;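 note: 0% = tunicamycin plus vehicle and 100% = wells without tunicamycin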
TNF necrop inh: inhibitors of TNF-alpha induced necroptosis in Jurkat FADD-/- cells | AID 463075 | activation (protection from cell death), % at 10 µM | 220,000 compounds, 0.068% hits | Jurkat FADD-/- TNF necroptosis rescue, ATP luminescence, 24 h; 0 = TNF only, 100 = no-TNF cells;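 active = activation, meaning protection from cell death, of at least 50% relative to plate controls; inactive = activation below 50%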;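 note: necroptosis triggered by 40 ng/mL TNF-alpha added together with compound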
Ba/F3 V617F tox: lowers viability of Ba/F3 cells expressing EpoR and JAK2V617F; ATP luminescence; inhibition, % at 5.6 µM; AID 1446; 220,000 compounds, 1.1% hits;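 active = inhibition above the campaign mean plus 3 SD over all tested compounds, cut at about 24% in these data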;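 note: cytokine-independent growth of Ba/F3 cells driven by EpoR plus mutant JAK2; 0% = DMSO-treated cells and 100% = JAK inhibitor I control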
RBBP9 inh: blocks human serine hydrolase RBBP9 | O75884 | recombinant RBBP9, FP-Rh probe fluorescence polarization | inhibition, % at 7.94 µM | 220,000 compounds, 0.2% hits | AID 1515;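 active = inhibition above the campaign mean of all tested compounds plus 3 SD, cut at about 14% in these data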;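 note: plate controls were DMSO wells with RBBP9 for no effect and wells lacking RBBP9 protein for full effect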
Target sequence (O75884 whole entry, looked up): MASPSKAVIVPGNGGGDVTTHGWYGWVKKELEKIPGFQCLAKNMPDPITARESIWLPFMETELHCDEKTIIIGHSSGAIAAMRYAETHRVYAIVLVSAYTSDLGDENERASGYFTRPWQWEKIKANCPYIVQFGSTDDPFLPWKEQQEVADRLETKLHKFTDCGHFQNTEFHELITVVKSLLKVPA
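Measured by – fluorescence polarization · Test system – RBBP9 protein · Input – 2.5 µM RBBP9 dispensing solution, before mixing · Measure – percent inhibition from mP, scaled between DMSO and no-protein wells · Benchmarks – DMSO-treated enzyme wells and wells lacking RBBP9 · Times – preincubation 30 min plus labeling 45 min at 25 °C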
Wee1 stabilizer: human Wee1 degradation inhibition, primary screen. reporter increase, % at 5 µM. AID 1321. P30291. 220,000 compounds, 1.2% hits. HeLa Luc-Wee1K328M stability, luciferase luminescence; 100% = proteasome inhibitor MG132 effect;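 active = activation above the mean of all tested compounds plus 3 SD, set per screening run, cut at about 8.8% in these data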;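 note: cells exposed to compound for 20 h before luminescence read; 0% = DMSO alone and 100% = MG132 at 30 µM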
TRPML3 ag: activates the human TRPML3 channel; AID 1448; 220,000 compounds, 0.29% hits; HEK293 TRPML3-YFP, Fluo-8 calcium fluorescence; 100% = the carbachol control signal; activation, % at 3 µM;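 active = activation above its plate's cutoff, the mean activation of the plate's test wells plus 3 SD, cut at about 12% in these data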;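 note: 0% = DMSO only wells and 100% = carbachol wells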
Target sequence (Q8TDD5 whole entry, looked up): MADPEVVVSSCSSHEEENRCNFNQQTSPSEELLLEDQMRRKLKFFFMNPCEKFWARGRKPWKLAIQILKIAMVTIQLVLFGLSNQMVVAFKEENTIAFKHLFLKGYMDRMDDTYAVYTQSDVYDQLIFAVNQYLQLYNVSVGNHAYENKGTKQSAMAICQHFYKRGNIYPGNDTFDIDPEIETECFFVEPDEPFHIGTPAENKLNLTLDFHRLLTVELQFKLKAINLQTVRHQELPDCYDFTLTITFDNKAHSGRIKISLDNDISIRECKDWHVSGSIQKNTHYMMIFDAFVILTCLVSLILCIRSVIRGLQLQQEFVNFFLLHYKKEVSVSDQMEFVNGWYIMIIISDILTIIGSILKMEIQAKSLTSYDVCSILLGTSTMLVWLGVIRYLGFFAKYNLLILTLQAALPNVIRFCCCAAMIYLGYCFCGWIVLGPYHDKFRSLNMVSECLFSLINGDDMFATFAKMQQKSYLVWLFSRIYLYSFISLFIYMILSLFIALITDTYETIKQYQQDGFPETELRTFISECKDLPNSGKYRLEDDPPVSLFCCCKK
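system = HEK293 cells stably carrying human TRPML3-YFP | doses = one concentration, 3 µM nominal, 0.3% DMSO | timing = dye loading 1 h 37 °C then 30 min ambient, 125 s read | detection = Fluo-8 calcium dye fluorescence, ex 470-495, em 515-575 nm | benchmarks = high control carbachol 87 µM, low control DMSO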
An asterisk follows results filed as active; x = not tested or not shown; [ ] = remark or other dose. Random draw from the library (roughly 6.8% active in at least one column).

A first look, 3 compounds:
SMILES	BaF3 tox	PPC-1+TRAIL kill	TRPN1 ag	CHOP inh	TNF necrop inh	Ba/F3 V617F tox	RBBP9 inh	Wee1 stabilizer	TRPML3 ag
CCCN1CCC(N(C)CCc2ccc(OC)c(OC)c2)CC1	3	16	1.2	12	0.5	2	-7	-2	-0.1
Cc1ccccc1CN1CCN(CC(=O)NCCCN2CCN(c3ccc(F)cc3)CC2)C1=O	2	11	4.2	62	-5.5	1	-4	0	1.2
Cc1ccc(NS(=O)(=O)c2cc(C(=O)NCc3ccccn3)ccc2Cl)cc1	-2	12	-2.4	17	-3.0	-1	-5	-3	0.2

This part in full, from the start:
SMILES	BaF3 tox	PPC-1+TRAIL kill	TRPN1 ag	CHOP inh	TNF necrop inh	Ba/F3 V617F tox	RBBP9 inh	Wee1 stabilizer	TRPML3 ag
CCCN1CCC(N(C)CCc2ccc(OC)c(OC)c2)CC1	3	16	1.2	12	0.5	2	-7	-2	-0.1
Cc1ccccc1CN1CCN(CC(=O)NCCCN2CCN(c3ccc(F)cc3)CC2)C1=O	2	11	4.2	62	-5.5	1	-4	0	1.2
Cc1ccc(NS(=O)(=O)c2cc(C(=O)NCc3ccccn3)ccc2Cl)cc1	-2	12	-2.4	17	-3.0	-1	-5	-3	0.2
Cc1cc(NC(=O)c2ccc3c(c2)C(=O)N(C2CCCCC2)C3=O)no1	7	-12	0.8	9	-1.1	4	1	0	0.7
O=C(Nc1c(-c2ccccc2)nc2ccccn12)c1ccco1	1	16	0.1	2	-0.4	-1	1	4	0.6
COc1cccc(-c2noc(CCC(=O)Nc3cccnc3)n2)c1	2	9	3.6	15	-0.8	4	-10	-2	0.5
COc1ccc(NCc2nnc(SCC(=O)NCc3ccccc3)n2-c2ccccc2OC)cc1	1	31	-0.5	8	-0.5	1	-5	-2	0.1
CCOC(=O)CCCSc1nc2sc3c(c2c(=O)[nH]1)CCC3	3	-6	1.6	-54	0.3	1	-8	-2	0.6
Cc1nc2ccc(NC(=O)COc3cccc(F)c3)cc2s1	6	0	0.5	22	0.3	-1	-1	-2	-0.3
COc1ccccc1C(=O)NCCn1cc(SCC(=O)Nc2cc(C)on2)c2ccccc21	3	0	0.2	31	-1.6	2	-9	0	0.0
Clc1ccc(COc2ccccc2-c2ccnc3ncnn23)cc1	0	10	-1.6	13	-0.9	0	-3	0	-0.2
CCOC(=O)N1CCN(C(=O)c2ccc(Cn3c(=S)[nH]c4cc5c(cc4c3=O)OCO5)cc2)CC1	2	9	-0.3	41	-5.0	8	-6	-2	-0.1
COC(=O)C1=C(COc2ccccc2)NC(=O)NC1c1ccc(Br)cc1 (centres undefined)	5	5	-1.9	0	3.8	-2	-7	0	-0.6
O=S(=O)(Nc1nc2ccccc2nc1N1CCN(c2ccccc2F)CC1)c1ccc(Cl)cc1	2	19	2.9	8	-0.2	-2	2	0	0.9
S=c1[nH]c(-c2ccccc2)cn1/N=C/c1cccs1	-6	13	-0.8	-12	1.3	-3	-8	5	-0.9
C=CCN1C2CCCC1CC(NC(=S)Nc1ccc(Cl)cc1)C2 (centres undefined)	4	3	3.1	9	-1.7	-3	1	-2	2.0
COc1ccc(NC(=S)NC(=O)c2ccccc2Cl)cc1	6	28	0.4	-15	0.4	2	2	2	0.1
Cc1c(NC(=O)/C(C#N)=C/c2ccccc2)c(=O)n(-c2ccccc2)n1C	6	10	0.0	-10	-1.4	0	-10	0	-0.1
Cc1ccc(CS(=O)(=O)Cc2ccc(C(=O)NCc3ccccn3)o2)cc1	2	5	-1.0	19	-0.6	-2	-10	0	-0.4
COc1ccc(NC(=O)COC(=O)/C=C/c2ccccc2[N+](=O)[O-])cc1	6	16	-0.7	38	1.7	1	-6	-3	1.2
COc1ccc(/C=N\Nc2ccccc2[N+](=O)[O-])c(C(=O)O)c1OC	2	0	-0.4	10	2.8	-2	7	0	0.2
COC(=O)c1ccc(CNC(=O)COC(=O)Cc2ccsc2)cc1	-2	-21	-0.6	19	-0.2	-4	2	-2	-0.4
COC(=O)c1cc2ccsc2n1CC(=O)Nc1ccc(N(C)C)cc1	0	8	1.5	27	2.3	1	0	0	-0.3
COc1ccc(C(=O)NCc2cccs2)cc1S(=O)(=O)N1CCOCC1	2	28	1.9	19	0.7	1	-1	2	0.3
Cc1ccc(C(=O)NC(=S)Nc2ccc3c(c2)OCCO3)c(C)c1	1	35	-0.2	24	-2.1	-1	-8	-1	-0.5
Cc1cc2c(c(=O)n1CCN(C)C)C(c1ccc(Br)cc1)C(C#N)=C(N)O2 (centres undefined)	1	5	0.6	34	2.2	-3	-3	-1	-0.3
CC(=O)NC(=S)Nc1ccc(NC(=S)NC(=O)c2ccc([N+](=O)[O-])cc2)cc1	-2	-3	-0.8	-5	1.4	-5	-7	2	-0.3
Cc1cc(NCc2ccco2)n2c(nc3ccccc32)c1C#N	3	-1	0.5	25	0.0	1	-6	-1	-0.3
CCCn1nnc(NC(=S)NC(=O)/C=C/c2ccc(Cl)cc2)n1	2	10	-1.7	5	1.9	-2	4	2	-0.1
CCOC(=O)c1c(C)oc2ccc(NS(=O)(=O)c3ccc4c5c(cccc35)C(=O)N4)cc12	2	23	0.1	15	-2.9	-5	-22	3	-0.9
Cc1ccc(S(=O)(=O)N2CCCCC2)cc1NS(=O)(=O)c1cccc(C(=O)O)c1	1	22	0.4	23	2.7	1	-4	0	0.7
Cc1ccnc(N2CCC(C(=O)Nc3nnc(C)s3)CC2)n1	3	11	0.0	2	-0.8	2	-3	1	0.6
O=C(COC(=O)c1cc(-c2ccccc2Cl)nc2ccccc12)Nc1ncc(C(F)(F)F)cc1Cl	0	6	-1.2	2	1.1	-4	-7	-1	0.8
CCC(NC(=O)c1ccccc1NC(=O)c1ccco1)C(=O)NNC(=O)c1ccc(OC)cc1 (centres undefined)	7	-2	0.4	16	1.4	-1	2	2	0.3
O=C(NCc1ccccn1)C1CCN(S(=O)(=O)N2CCCC2)CC1	7	-20	3.0	6	0.6	2	-5	4	0.8
Cc1cccn2c(=O)c3cc(C#N)c(=N)n(CC4CCCO4)c3nc12 (centres undefined)	3	x	0.8	x	-2.7	-4	-3	0	0.8
CCCNS(=O)(=O)c1ccc(CCC(=O)N2CCC(C)CC2)cc1	1	0	-0.5	-1	0.9	-1	-3	-1	-0.2
Cc1csc(NC(=O)CCCc2cccs2)n1	3	-2	-0.7	-13	3.1	-2	2	5	-0.3
CCSc1ccccc1C(=O)Nc1cccnc1	-1	8	1.6	17	-1.6	-3	7	-1	0.5
Cn1c(SCc2cccc(F)c2)nnc1-c1cnccn1	-2	-13	-0.3	-3	1.1	3	2	-4	0.5
O=C(COc1nncc2ccccc12)Nc1ccc(Br)cc1F	4	13	-1.0	-12	1.2	1	-8	-5	0.3
Cc1ccc(C(=O)OCC(=O)Nc2nc(-c3ccccc3)cs2)cc1NC(=O)c1ccco1	15	25	0.8	39	1.6	-3	-5	0	0.2
O=[N+]([O-])c1ccc(Sc2cccc3cccnc23)c([N+](=O)[O-])c1	-1	20	-0.8	15	-6.7	-5	-5	16*	0.5
COc1cc(-c2nc(-c3ccccc3)c(-c3cc([N+](=O)[O-])ccc3C)[nH]2)cc(OC)c1OC	4	15	0.4	40	-6.8	1	-9	0	-0.1
O=[N+]([O-])c1ccc(Sc2nnnn2-c2ccccc2)nc1	3	9	-1.3	-265	-16	69*	4	2	0.7
CC12CN3CC(C)(CN(C1)C3c1ccc(Cl)cc1)C2 (centres undefined)	-3	12	-1.0	9	1.2	-5	-5	0	0.7
Cc1scc(C(=O)NNC(=S)NCC(C)C)c1C	1	-11	-0.1	4	4.1	1	-4	-1	0.4
COc1ccc(C2CC(=O)c3cnc(Nc4cc(C)cc(C)c4)nc3C2)cc1 (centres undefined)	2	7	-1.1	10	-2.0	-2	-1	1	-1.2
Cc1cc2nc(C)c(Cc3ccccc3)c(=O)n2[nH]1	3	-6	1.5	3	-1.3	2	-9	-1	0.2
Cc1cccc(NC(=O)CCNS(=O)(=O)c2cccc3nsnc23)c1	1	-21	-0.8	23	4.3	-3	5	-1	-0.2
Cc1nc(SCC(=O)c2ccc(F)cc2)c([N+](=O)[O-])[nH]1	2	2	1.4	-2	-2.3	4	-6	-2	0.4
N#Cc1nc(-c2ccc(Cl)cc2)oc1NCCc1ccccn1	1	-7	-0.8	16	0.3	-5	11	2	0.3
Cc1ccnc(NC(=O)COC(=O)C23CC4CC(CC(C4)C2)C3)n1	-3	22	1.7	8	2.8	-6	-1	1	1.0
CC(C)C(=O)N1CCN(c2c(Cl)cccc2[N+](=O)[O-])CC1	4	1	0.0	34	-2.6	3	5	1	0.6
Cc1ccc(SCC(=O)NC(=O)NCCC(C)C)c(C)c1	3	-12	-1.6	81*	0.7	1	1	-1	0.0
c1ccc(N2CCN(c3cnc4ccccc4n3)CC2)cc1	3	34	1.2	-25	2.0	0	0	5	0.6
C=CCNC(=O)c1onc(CSc2cc(C)ccc2C)c1C(=O)O	6	-8	-0.3	1	-0.2	3	3	4	0.0
Cc1ccccc1OCCn1c(CCNC(=O)C(C)C)nc2ccccc21	3	1	1.2	9	-0.5	-2	-8	-2	-0.6
CSc1nsc(NC(=O)Cc2ccccc2)n1	7	4	3.1	2	-0.3	-1	-8	3	3.0
CC(=O)c1cc(C#N)c(NCc2cc(-c3ccccc3)no2)nc1C	3	8	0.4	41	-1.5	-2	-7	1	1.2

Later entries
SMILES	BaF3 tox	PPC-1+TRAIL kill	TRPN1 ag	CHOP inh	TNF necrop inh	Ba/F3 V617F tox	RBBP9 inh	Wee1 stabilizer	TRPML3 ag
O=C(Nc1ccccn1)c1sc2cccc(F)c2c1Cl	-1	81*[5 µM]	1.4	78*	0.6	-4	-4	-1	0.0
CCn1c(=O)cc(N2CCCCC2)[nH]c1=O	2	14	-0.1	28	-2.8	2	-4	3	1.1
CCc1ccc[n+](-c2nc([O-])sc2C=O)c1	-3	18	2.1	9	0.4	0	1	10*	1.2
CSc1nc(-c2ccccc2)cc(C)c1C#N	1	2	-0.8	64	-0.3	-4	3	-3	-0.1
COc1ccc(NC(=O)NC2CCN(C(C)C)CC2)c(OC)c1	4	8	1.6	15	2.6	1	-7	1	0.9
CN(CC(=O)NC1CCN(Cc2ccccc2)CC1)S(=O)(=O)c1ccc2c(c1)c(=O)n(C)c(=O)n2C	2	-12	-1.0	-5	0.2	-1	3	4	-0.1
CSc1nnc(Cc2cc(=O)[nH]c(=O)[nH]2)n1-c1cc(C)ccc1C	2	0	0.2	0	0.0	-1	5	0	2.2
O=C(c1ccc(O)cc1)c1ccc(O)cc1O	-5	26	1.4	9	0.7	-3	-10	0	0.7

Bioassay records deposited in PubChem by several laboratories.
